Screens (PubChem BioAssay)
hERG WT inh – KCNH2 (human, wildtype) channel inhibition | U2OS, BacMam KCNH2, thallium flux FluxOr; active compounds read low | Q12809 | activity change, % at 1.84 µM | 0.37% of 340,000 active;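 active = maximum activity change below -70%; inconclusive = maximum activity change between -70% and -50%; inactive = maximum activity change above -50%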; also: % is scaled to controls: 0 for no effect and ±100 for the full control effect
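U2OS cells transduced with wild-type KCNH2 virus are loaded with FluxOr dye for 45 min, and thallium flux is measured in kinetic reads before and after stimulation buffer. Rate constants are normalized to DMSO controls.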
B2AR arrestin – recruits beta-arrestin to the human beta2-adrenergic receptor; 0.02% of 330,000 active; P07550; Potency, µM (series often up to 46.1 µM), without a hit: top-dose activation, usual class: activators; beta-arrestin recruitment to beta2AR, cell-based reporter;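 also: potency is read from the fitted curve at half-maximal effect; 0% = DMSO controls and full agonism = EC100 isoproterenol or metaproterenol; nearly all actives have a fitted effect of over 65% in size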
FBPA coupling cs – counter-screen for Giardia aldolase inhibitors: coupling enzyme system; coupling enzyme system counterscreen, AmpLite Red fluorescence; activity change, negative = inhibition, % at 58.2 µM, hits read low; 0.67% of 290,000 active; AID 2472; in the data active = activity change below about -30%; also: % is scaled to controls: 0 for no effect and ±100 for the full control effect
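Coupling enzymes only (glyceraldehyde-3-phosphate) + compound, at 57.5 uM final, 10 min RT; add substrate/coupling/AmpLite Red mix, 20 min RT; fluorescence ex 525/em 598 nm. Actives flag coupling-system interference.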
GALK inh – galactokinase (human) inhibition; 0.007% of 270,000 active; P51570; Potency, µM (top dose mostly 57.5 µM), for the others: top-dose activity change, negative = inhibition, hits mostly inhibitors; Purified GALK, Kinase-Glo residual ATP luminescence; also: potency is read from the fitted curve at half-maximal effect; % is scaled to controls: 0 for no effect and ±100 for the full control effect
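Quantitative HTS: GALK 5 nM, ATP 35 uM, galactose 100 uM, 1 h room temperature, then luciferase-based ATP detection.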
USP2a inh – blocks human ubiquitin-specific protease USP2a; 0.01% of 330,000 active; Potency, µM (highest dose often 38.3 µM), inactives show at the top dose activity change, negative = inhibition, usual class: inhibitors; USP2 core, Ub-CHOP2 coupled fluorogenic reporter, 485/531; O75604;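 also: potency is read from the fitted curve at half-maximal effect; plate controls were DMSO wells for no effect and full inhibition by NEM control for full effect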
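Cell-free coupled assay: 10nM USP2 core preincubated 30min RT with compound in Tris-HCl pH 8.0/CaCl2/CHAPS buffer, then 25nM Ub-CHOP2 and 25nM reporter substrate; fluorescence (Ex 485/Em 531) read after 60min RT, normalized to NEM inhibition, concentration-response curves fitted.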
MLL CXXC-DNA inh – blocks binding of human MLL CXXC domain to DNA | Q03164 | MLL-CXXC / FITC-HOXA9 DNA fluorescence polarization | Potency, µM (titrated, usually from 115 µM), inactives show top-dose activity change, negative = inhibition, most hits filed as inhibitors | 0.037% of 290,000 active | AID 2662; active = well fitted inhibition curve with a large enough effect in the polarisation, with a control signal flat, not every such curve was filed as active; inconclusive = small, poorly fitted or top-dose-only effect, or effect the other way, or a change in a side signal; inactive = no such curve, though single readings can be large or run the other way; the % refers to the polarisation; also: potency is read from the fitted curve at half-maximal effect
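Purified MLL-CXXC (added from a 7 uM solution) was preincubated 5 min at ambient with pinned compounds in 50 mM Tris-HCl pH 7.5, 50 mM NaCl, 1 mM DTT, 0.05% BSA. Fluorescein-labeled HOX-A9 DNA (50 nM solution) followed, 30 min, then polarization read.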
Giardia killer – kills Giardia lamblia | activity change, % at 7.66 µM, hits read low | 0.15% of 340,000 active | AID 540267 | Giardia lamblia trophozoite viability; in the data active = activity change below about -80%; inconclusive = between about -30% and that limit;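 also: parasites exposed to compound for two days anaerobically before the ATP read; % is scaled to controls: 0 for no effect and ±100 for the full control effect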
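Giardia lamblia trophozoites (100 cells/well) were incubated with compounds for 48 h at 37 deg C under anaerobic conditions. Viability was read as ATP content by one-step luminescence after 15-30 min at room temperature.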
Menin MLL FP TR – displaces Texas Red mutant MLL peptide from human menin. Menin + Texas Red MLL mutant peptide, fluorescence polarization. AID 1768. Potency, µM (highest dose often 61.6 µM), inactives show at the top dose FP activity change, negative = inhibition, actives largely listed as inhibitors. O00255. 0.23% of 270,000 active; active = well fitted inhibition curve with a large enough effect in the polarisation, with a control signal flat, not every such curve was filed as active; inconclusive = small, poorly fitted or top-dose-only effect, or effect the other way, or a change in a side signal; inactive = no such curve, though single readings can be large or run the other way; the % refers to the polarisation; also: potency is read from the fitted curve at half-maximal effect; % of control where 0% means no effect; many of its hits are not listed in these tables
PKM2 activator – increases activity of human pyruvate kinase M2; purified PKM2, Kinase-Glo ATP luminescence, activation; response scale: 0% is enzyme alone, no compound; Potency, µM (highest dose often 57.5 µM), for the others: top-dose activation, hits mostly activators; 0.34% of 260,000 active; also: potency is read from the fitted curve at half-maximal effect; % is scaled to controls: 0 for no effect and ±100 for the full control effect; nearly all actives have a fitted effect of over 55% in size
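Purified hPK-M2 (>95% pure) converted ADP (0.1 mM final) to ATP with 0.5 mM PEP in 50 mM imidazole pH7.2, KCl, MgCl2, Tween 20, BSA; 1 h at room temperature. ATP detected by Kinase-Glo luminescence.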
TRPV1 ag – activates the human vanilloid receptor TRPV1; 0.19% of 320,000 active; TRPV1-expressing cells, Fluo-8 calcium influx, agonist mode; activation, % at 8.33 µM; Q8NER1; in the data active = activation above about 80%; inconclusive = between about 30% and that limit; also: 0% is about no effect
Target sequence (Q8NER1 whole entry, looked up): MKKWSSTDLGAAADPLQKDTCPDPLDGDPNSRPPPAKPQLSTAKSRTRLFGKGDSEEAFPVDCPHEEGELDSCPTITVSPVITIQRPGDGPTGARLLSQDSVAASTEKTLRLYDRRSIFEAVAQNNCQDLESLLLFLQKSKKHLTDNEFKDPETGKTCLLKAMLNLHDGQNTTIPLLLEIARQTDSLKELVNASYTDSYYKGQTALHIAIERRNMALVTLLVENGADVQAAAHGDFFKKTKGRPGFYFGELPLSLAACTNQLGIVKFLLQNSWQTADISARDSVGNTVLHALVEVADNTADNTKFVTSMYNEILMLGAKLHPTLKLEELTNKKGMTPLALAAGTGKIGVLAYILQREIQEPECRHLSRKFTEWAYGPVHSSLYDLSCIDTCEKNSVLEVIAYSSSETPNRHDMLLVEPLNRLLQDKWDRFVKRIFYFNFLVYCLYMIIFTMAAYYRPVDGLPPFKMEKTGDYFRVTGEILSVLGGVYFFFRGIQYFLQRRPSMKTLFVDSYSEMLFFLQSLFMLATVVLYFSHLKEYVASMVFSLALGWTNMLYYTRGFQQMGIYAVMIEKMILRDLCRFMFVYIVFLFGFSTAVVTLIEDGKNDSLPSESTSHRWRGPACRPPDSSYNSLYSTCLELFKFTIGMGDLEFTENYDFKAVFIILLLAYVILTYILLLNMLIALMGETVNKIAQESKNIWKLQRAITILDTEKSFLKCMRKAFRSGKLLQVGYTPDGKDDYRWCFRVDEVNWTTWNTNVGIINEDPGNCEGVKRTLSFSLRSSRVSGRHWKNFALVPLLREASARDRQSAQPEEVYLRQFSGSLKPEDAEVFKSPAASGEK
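Cells expressing TRPV1 were dye-loaded with Fluo-8 and read kinetically: 10 s baseline, 3 min after compound (agonist portion), then 2 min after EC20 capsaicin (allosteric enhancer portion). Calcium-bound dye fluorescence at 480/520 nm.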
KCNH2 3.1 block – blocks the human KCNH2 3.1 channel isoform | 0.95% of 340,000 active | activity change, % (tested at about 1.8 µM) | U2OS KCNH2 3.1, thallium flux FluxOr; active compounds read low;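 active = maximum activity change below -70%; inconclusive = maximum activity change from -70% to -50%; inactive = maximum activity change above -50%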;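 also: thallium influx rate constant from kinetic fluorescence after stimulation buffer; % is scaled to controls: 0 for no effect and ±100 for the full control effect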
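Normalized rate constant (relative to positive and negative DMSO controls) derived from a 2 min kinetic fluorescence read after stimulation; U2OS cells expressing the 3.1 isoform via virus at 1.77 x 10^8 /mL.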
Starred values were filed as active, the others as inactive. Unless noted, calls follow the shape of the dose curve; as a rule, active = well fitted curve in the direction sought with a large enough effect; inconclusive = small, poorly fitted or top-dose-only effect, or another doubt; inactive = no such curve, though single readings can be large; an effect the other way counts as inactive or inconclusive. This is a subset. The share of hits here may be higher or lower than overall.

Screening O=C(Nc1cccc(S(=O)(=O)N2CCOCC2)c1)c1cn(-c2ccccc2)nc1-c1ccc(F)cc1 returned hERG WT inh -13.1, B2AR arrestin -0.4%, FBPA coupling cs -0.9, GALK inh 1.7%, USP2a inh 3.9%, MLL CXXC-DNA inh 13.5%, Giardia killer 6.0, Menin MLL FP TR inconclusive, PKM2 activator -1.7%, TRPV1 ag 7.3 and KCNH2 3.1 block -16.5.
O=C(O)Cn1cc(/C=C2/SC(=O)N(CC(=O)N3CCCCCC3)C2=O)c2ccccc21 was read as hERG WT inh -3.3, B2AR arrestin -0.3%, FBPA coupling cs 9.7, GALK inh 0.5%, USP2a inh 7.0%, MLL CXXC-DNA inh 2.6%, Giardia killer 4.8, Menin MLL FP TR 0.0%, PKM2 activator 5.5%, TRPV1 ag 1.0 and KCNH2 3.1 block -3.3.
`COc1ccc(NC(=O)c2ccc3c(c2)n(C)c(=O)n3C)cc1` gave hERG WT inh -2.4, B2AR arrestin -0.6%, FBPA coupling cs -5.9, USP2a inh 1.4%, MLL CXXC-DNA inh 14.7%, Giardia killer 8.2, Menin MLL FP TR 1.9%, PKM2 activator 1.8%, TRPV1 ag -3.5 and KCNH2 3.1 block 2.3.
Screening Cc1cc(C)n(-c2ccc(NC(=O)C3CCCCN3C(=O)c3cc(C)oc3C)cc2)n1 (stereo not given) returned hERG WT inh -16.4, B2AR arrestin -0.9%, FBPA coupling cs 4.3, GALK inh 2.1%, USP2a inh 1.8%, MLL CXXC-DNA inh -10.4%, Giardia killer 8.8, Menin MLL FP TR -3.7%, TRPV1 ag -0.4 and KCNH2 3.1 block -6.6.
For Cc1ccc2c(=O)cc(C(=O)NC3CCS(=O)(=O)C3)oc2c1 (stereo not given) the results were hERG WT inh 7.5, B2AR arrestin 0.5%, GALK inh -0.9%, USP2a inh 1.5%, MLL CXXC-DNA inh -6.8%, Giardia killer 27.2, TRPV1 ag -2.4 and KCNH2 3.1 block -9.3.
`CCOC(=O)N1CCN(C(=O)C(=O)NNC(=O)COc2ccc(Cl)cc2)CC1` gave hERG WT inh -7.4, B2AR arrestin 0.5%, FBPA coupling cs 3.5, GALK inh 0.1%, USP2a inh 1.2%, MLL CXXC-DNA inh 3.7%, Giardia killer 8.8, Menin MLL FP TR 3.0%, PKM2 activator 15.0%, TRPV1 ag 2.4 and KCNH2 3.1 block -13.1.
Screening NC(=O)[C@@H]1CCCN1Cc1c(C(=O)N2CCc3ccccc3C2)nc2ccc(Cl)cn12 returned hERG WT inh 1.5, B2AR arrestin 0.0%, GALK inh 6.0%, USP2a inh 1.8%, MLL CXXC-DNA inh -1.8%, Giardia killer -8.6, PKM2 activator -13.4%, TRPV1 ag 2.3 and KCNH2 3.1 block 18.6.
`COc1cc(-c2cc(C(=O)OCC(=O)Nc3ccc4c(c3)OCO4)c3ccccc3n2)cc(OC)c1OC` gave hERG WT inh -8.3, B2AR arrestin -1.0%, FBPA coupling cs -1.9, GALK inh 1.4%, USP2a inh -0.3%, MLL CXXC-DNA inh -0.9%, Giardia killer -0.1, Menin MLL FP TR inconclusive, PKM2 activator 0.2%, TRPV1 ag 11.4 and KCNH2 3.1 block 2.8.
For Cc1sc2nc(CSCC(=O)NC(C)(C)C)[nH]c(=O)c2c1C the results were hERG WT inh 0.0, B2AR arrestin 0.0%, FBPA coupling cs -0.6, GALK inh -7.2%, USP2a inh 12.7%, MLL CXXC-DNA inh 2.5%, Giardia killer -19.6, Menin MLL FP TR -5.9%, PKM2 activator -1.2%, TRPV1 ag 0.8 and KCNH2 3.1 block 0.0.
Screening CCC(=O)Nc1ccc2nc(SCC(=O)N3CCOCC3)sc2c1 returned hERG WT inh -4.3, B2AR arrestin 0.2%, FBPA coupling cs -0.9, GALK inh -2.4%, USP2a inh 1.6%, MLL CXXC-DNA inh 1.5%, Giardia killer -0.4, Menin MLL FP TR 2.9%, PKM2 activator 0.5%, TRPV1 ag 1.8 and KCNH2 3.1 block -18.8.
CNCC(O)CN(c1ccccc1)c1ccccc1 (stereo not given) was read as hERG WT inh 5.4, B2AR arrestin -1.4%, FBPA coupling cs -0.4, GALK inh -1.3%, USP2a inh -0.7%, MLL CXXC-DNA inh -5.6%, Giardia killer -23.5, Menin MLL FP TR -16.8%, PKM2 activator 11.3%, TRPV1 ag 15.3 and KCNH2 3.1 block -81.3*.
`Cn1c2ccccc2c2cc(/C=N/NC(=O)c3ccccc3F)ccc21` gave hERG WT inh 22.3, B2AR arrestin -0.8%, FBPA coupling cs 0.5, GALK inh 5.7%, USP2a inh -2.8%, MLL CXXC-DNA inh inconclusive, Giardia killer 3.0, Menin MLL FP TR -28.7%, PKM2 activator -0.4%, TRPV1 ag -4.4 and KCNH2 3.1 block 0.5.
O=C(NCCOc1ccccc1)C1CCC(=O)N(CCc2ccc(Cl)cc2)C1 (stereo not given) was read as hERG WT inh -3.3, B2AR arrestin 0.4%, GALK inh -7.2%, USP2a inh -1.1%, MLL CXXC-DNA inh 27.9%, Giardia killer -10.7, PKM2 activator -2.4% and TRPV1 ag 13.9.
Screening Cc1ccsc1C(=O)N(C)C1CCS(=O)(=O)C1 (stereo not given) returned hERG WT inh 0.7, B2AR arrestin 0.0%, USP2a inh 1.1%, Giardia killer -5.6, TRPV1 ag -1.7 and KCNH2 3.1 block -5.6.
`COc1cc([N+](=O)[O-])ccc1Nc1nc(C)cc(C)n1` gave hERG WT inh -4.4, B2AR arrestin -0.4%, FBPA coupling cs -1.8, GALK inh 1.1%, USP2a inh 2.3%, MLL CXXC-DNA inh inconclusive, Giardia killer -2.5, Menin MLL FP TR 13.6%, PKM2 activator 0.2%, TRPV1 ag -1.2 and KCNH2 3.1 block 7.0.
`COc1ccc([C@@H]2C[C@H](c3ccccc3)Oc3cc(OC)c(OC)c(OC)c32)cc1` gave B2AR arrestin 0.0%, FBPA coupling cs -7.4, GALK inh 0.1%, USP2a inh -0.7%, MLL CXXC-DNA inh -18.0%, Giardia killer 9.8, PKM2 activator -0.5% and TRPV1 ag 20.1.
`Cc1ccc(C)c(S(=O)(=O)Nc2cc3c4c(c2)CCN4C(=O)CC3)c1` gave hERG WT inh -5.0, B2AR arrestin -0.2%, USP2a inh 1.4%, Giardia killer 13.8, TRPV1 ag -1.5 and KCNH2 3.1 block 4.5.
OCC1(Cc2ccc(Cl)cc2)CCN(Cc2ccc(Oc3ncccn3)cc2)CC1 was read as hERG WT inh 37.2, B2AR arrestin 0.5%, FBPA coupling cs 2.1, GALK inh -0.4%, USP2a inh 0.0%, MLL CXXC-DNA inh 10.4%, Giardia killer -16.5, Menin MLL FP TR -11.4%, PKM2 activator 0.0%, TRPV1 ag 1.0 and KCNH2 3.1 block -3.3.
Cc1ccc(C(=O)NCCC(=O)NCc2cc(=O)n(C)c(=O)n2C)cc1 was read as hERG WT inh -0.3, B2AR arrestin 0.4%, FBPA coupling cs 2.0, GALK inh 8.2%, USP2a inh -1.0%, MLL CXXC-DNA inh -1.6%, Giardia killer 2.3, Menin MLL FP TR 8.2%, TRPV1 ag 1.2 and KCNH2 3.1 block 2.0.
For Cc1ccc(C(C(=O)NC(C)(C)C)N(C(=O)c2csnn2)c2cccc(F)c2)o1 (stereo not given) the results were hERG WT inh -4.9, B2AR arrestin 0.0%, FBPA coupling cs 0.9, GALK inh -0.4%, USP2a inh -1.6%, MLL CXXC-DNA inh 6.5%, Giardia killer 2.2, Menin MLL FP TR -5.8%, PKM2 activator -9.5%, TRPV1 ag 18.6 and KCNH2 3.1 block -2.7.
`O=C1N=C(N2CCCC2)S/C1=C\c1ccccc1` gave hERG WT inh 3.9, B2AR arrestin -0.1%, FBPA coupling cs 3.6, GALK inh -3.9%, USP2a inh -1.4%, MLL CXXC-DNA inh -0.1%, Giardia killer 4.2, Menin MLL FP TR -4.0%, PKM2 activator -0.5%, TRPV1 ag inconclusive and KCNH2 3.1 block -1.0.
`O=C(CN1CCN(S(=O)(=O)c2ccc(Cl)cc2)CC1)Nc1ccc2c(c1)OCO2` gave hERG WT inh -21.2, B2AR arrestin -0.4%, FBPA coupling cs 0.8, GALK inh 0.7%, USP2a inh 0.8%, MLL CXXC-DNA inh 0.1%, Giardia killer 11.3, PKM2 activator 4.3% and KCNH2 3.1 block -40.3.
For C=CC[C@@H](CC(=O)N[C@H](CO)Cc1ccccc1)C(=O)N[C@@H](COC(=O)[C@@H](CC=C)Cc1ccc(F)cc1)Cc1c[nH]c2ccccc12 the results were hERG WT inh 3.9, B2AR arrestin 0.4%, USP2a inh -6.1%, Giardia killer inconclusive and KCNH2 3.1 block -9.3.
COc1ccc(S(=O)(=O)NNC(=O)C2CC(c3cccnc3)=NO2)cc1 (stereo not given) was read as hERG WT inh 3.0, B2AR arrestin -0.1%, FBPA coupling cs 0.4, GALK inh -0.4%, USP2a inh 4.9%, MLL CXXC-DNA inh 4.4%, Giardia killer -5.3, Menin MLL FP TR -15.9%, PKM2 activator -1.5%, TRPV1 ag -1.2 and KCNH2 3.1 block -0.6.
